From PubChem
EBI2 antag – EBI2 (human) antagonism | P32249 | EBI2 beta-arrestin recruitment, luminescence, 7a,25-OHC stimulated | inhibition, % at 5 µM | 360,000 compounds, 0.81% hits | AID 651636; in the data active means inhibition above about 38%;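 further: enzyme fragment complementation signal reports receptor beta-arrestin coupling in cells; 0% = agonist plus DMSO wells and 100% = wells without agonist; some results beyond the cut were filed as inactive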
APOBEC3G inh – APOBEC3G (human) deaminase inhibition; 330,000 compounds, 0.28% hits; Q9HC16; inhibition, % at 20 µM; recombinant A3G, ssDNA deamination FAM/TAMRA fluorescence;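 active means inhibition of at least 40% at 20 µM, with no more than 30% in the related APOBEC3A deaminase screen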;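 further: plate controls were DMSO wells with A3G for no effect and wells lacking A3G enzyme for full effect; some compounds called inactive have numbers as strong as hits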
CCR6 antag – antagonists of human CCR6 receptor; 340,000 compounds, 0.49% hits; CHO-K1 CCR6 PathHunter beta-arrestin, luminescence, CCL20-stimulated; AID 493098; inhibition, % at 20 µM;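 active means compounds whose inhibition of the agonist-driven luminescence signal at 20 µM reaches about 50%, limit read from the data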;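 further: cells stimulated with CCL20 at 14 nM final; plate controls were DMSO with CCL20 for no effect and DMSO without agonist for full effect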
Target sequence (P51684 whole entry, looked up): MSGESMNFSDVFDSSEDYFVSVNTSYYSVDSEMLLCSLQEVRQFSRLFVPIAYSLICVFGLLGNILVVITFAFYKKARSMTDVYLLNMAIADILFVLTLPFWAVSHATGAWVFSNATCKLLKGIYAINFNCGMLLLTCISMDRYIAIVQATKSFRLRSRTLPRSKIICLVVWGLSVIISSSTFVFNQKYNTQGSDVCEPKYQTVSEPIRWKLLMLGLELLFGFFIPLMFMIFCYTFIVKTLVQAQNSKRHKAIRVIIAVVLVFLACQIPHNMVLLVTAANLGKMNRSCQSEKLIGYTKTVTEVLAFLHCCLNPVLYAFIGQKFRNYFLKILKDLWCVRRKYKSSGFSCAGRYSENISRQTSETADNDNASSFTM
GRIN3A LBD mod – modulators (binders) of human NR3A ligand-binding domain. NR3A LBD differential scanning fluorimetry, Tm shift; 0% = protein alone, 100% = glycine-bound protein. Tm shift relative to glycine control, % at 25 µM. 340,000 compounds, 2.5% hits;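 active means melting temperature shift of at least 10% of the positive control shift, at one fixed dose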
CXCR6 inh – CXCR6 (human) receptor inhibition; O00574; CHO-K1 PathHunter CXCR6 beta-arrestin, luminescence; inhibition, % at 20 µM; 360,000 compounds, 0.36% hits; AID 602244; in the data active means inhibition above about 34%, passing the limit was not always enough;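 further: antagonist mode with CXCL16 agonist at 10 nM final; 0% = 10 nM CXCL16 with DMSO and 100% = unstimulated wells without agonist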
Target sequence (O00574 whole entry, looked up): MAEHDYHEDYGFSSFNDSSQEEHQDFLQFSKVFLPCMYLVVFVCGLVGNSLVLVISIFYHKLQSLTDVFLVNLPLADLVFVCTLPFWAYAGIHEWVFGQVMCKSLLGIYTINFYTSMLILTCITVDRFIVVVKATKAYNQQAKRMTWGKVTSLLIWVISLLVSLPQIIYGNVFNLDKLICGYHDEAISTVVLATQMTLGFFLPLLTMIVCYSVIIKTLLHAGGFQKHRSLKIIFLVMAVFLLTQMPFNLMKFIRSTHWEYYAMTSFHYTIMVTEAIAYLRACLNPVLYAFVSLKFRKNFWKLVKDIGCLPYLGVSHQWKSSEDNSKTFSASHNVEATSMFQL
MPTP block – permeability transition pore inhibition. isolated mouse mitochondria, Ca2+ swelling absorbance, 30 min. inhibition, % at 10 µM. 360,000 compounds, 1.4% hits. AID 602449;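 active means inhibition of 50% or more, scaled per plate between neutral and stimulator controls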;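 further: 0% = DMSO wells given calcium and 100% = 1 mM EGTA wells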
Gli-Sufu antag – antagonists of Gli-Sufu signaling | Sufu-KO-LIGHT fibroblasts, Gli luciferase reporter luminescence | 340,000 compounds, 0.74% hits | inhibition, % at 5 µM;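 active means inhibition above about 55%, limit read from the data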;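 further: 0% = DMSO-treated cells and 100% = wells with medium but no cells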
A3A deaminase – human APOBEC3A DNA deaminase inhibition; 330,000 compounds, 0.41% hits; P31941; recombinant A3A, FAM/TAMRA ssDNA deamination fluorescence; AID 493011; inhibition, % at 20 µM;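 active means at least 40% inhibition at 20 µM here, with at most 30% in a related deaminase screen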;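 further: plate controls were A3A with DMSO for no effect and wells lacking A3A enzyme for full effect; some results filed as inactive read as strong as hits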
Target sequence (P31941 whole entry, looked up): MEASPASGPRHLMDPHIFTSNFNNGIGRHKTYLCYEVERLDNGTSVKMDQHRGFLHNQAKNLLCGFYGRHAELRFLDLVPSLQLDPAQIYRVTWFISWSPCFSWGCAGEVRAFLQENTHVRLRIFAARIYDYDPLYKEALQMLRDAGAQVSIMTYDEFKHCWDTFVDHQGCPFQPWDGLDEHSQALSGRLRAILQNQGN
The depositor's hits bear a star; . = no result given.

The line under a structure holds: EBI2 antag	APOBEC3G inh	CCR6 antag	GRIN3A LBD mod	CXCR6 inh	MPTP block	Gli-Sufu antag	A3A deaminase
- O=C(O)c1ccccc1-c1ccc(/C=C/c2cc(C(F)(F)F)[nH]c(=O)n2)o1
  -14	-3	0	-2	2	-1.8	4	8
- CC1Cc2nc(SCC(N)=O)n(Cc3ccccc3)c(=O)c2S1 (centres undefined)
  -3	-13	-3	-2	3	-1.7	-5	-5
- O=C(NC(=S)NC1CCS(=O)(=O)C1)c1ccccc1 (centres undefined)
  -1	-2	1	-5	-4	1.3	-23	-1
- O=C(COc1ccccc1Cl)Nc1ccc(NC(=O)c2ccco2)cc1
  -9	-16	2	15*	-3	0.2	-5	-2
- Cc1cc(C)cc(N(CC(=O)NCc2ccco2)S(=O)(=O)c2c(C)noc2C)c1
  3	1	5	-3	-5	0.4	6	-1
- CC(=O)c1cc2c(cc1NS(=O)(=O)c1ccccc1F)OCO2
  -6	-10	16	-4	7	0.6	-19	-3
- COc1ccc(OC)c(NC(=O)CSc2nnc(CNC(=O)c3ccccc3F)o2)c1
  -9	-10	16	2	0	0.2	40	-10
- Cc1cc(OCc2cc(C(=O)N3CCCCCC3)no2)cc(C)c1Cl
  -7	7	20	11*	0	0.5	-19	1
- C#CCn1cc(/C=C2\NC(=O)NC2=O)c2ccccc21
  -10	-6	2	4	-8	1.2	4	-2
- CCOC(=O)c1[nH]cnc1C(=O)O
  6	-8	-10	0	7	0.5	1	-7
- CC(Oc1ccc(C(C)(C)C)cc1)C(=O)NC1CC(C)(C)NC(C)(C)C1 (centres undefined)
  -11	-7	6	0	0	2.4	5	-4
- COc1ccc(NC(=O)CSc2nnc(Cc3ccccc3)o2)c(OC)c1
  -5	-4	-1	0	6	-0.1	2	-3
- N#Cc1ccccc1OCCCNC1CCCC1
  3	-7	3	1	8	-2.3	10	-5
- CC(C)c1ccc(NC(=O)CCNC(=O)Cn2cnc3ccccc3c2=O)cc1
  -7	-2	13	0	1	-2.5	3	1
- CCCCc1nc2ccccc2c(N)c1CCC (tested in a mixture with another compound)
  14	-7	4	-1	-2	11	25	-5
- CC(C)(C)NC(=O)COC(=O)c1ccccc1OCC(=O)Nc1ccc(Br)cc1
  11	-8	-10	-1	-5	4.0	-11	-5
- COc1ccccc1-n1c(SCC(=O)Nc2ccc(NC(C)=O)cc2)nc2c([nH]c3ccccc32)c1=O
  -5	0	7	-1	-2	0.0	11	1
- COc1ccccc1C(=O)NC(CCSC)C(=O)NNC(=O)c1ccccc1O (centres undefined)
  3	-7	12	2	-3	0.6	-9	-3
- CCNC(=O)COC(=O)CNC(=O)c1cc(Cl)cc([N+](=O)[O-])c1
  -2	3	-8	4	-6	-0.5	-2	1
- O=C(NC1CCCCC1)c1noc2c1CCCCC2
  5	-1	1	0	6	-1.0	-9	1
- O=C(Nc1ccccc1Cc1ccccc1)c1ccccc1F
  -6	-8	23	0	10	-1.6	-8	-1
- CC12CC3(C)CC(C)(C1)CC(NC(=O)N1CCCC1)(C2)C3
  2	-5	2	-2	1	-1.2	4	1
- O=C(/C=C/c1ccccc1)NCc1ccc2c(c1)OCO2
  18	-8	21	1	-3	0.0	2	-2
- COc1ccccc1CNC(=O)CCC(=O)Nc1nnc(C(C)C)s1
  -7	-6	6	-1	0	2.2	-8	-6
- CC1(C)CC(=O)C(=Cc2cn(-c3ccccc3)nc2-c2ccccc2)C(=O)C1
  38	-3	-30	0	-12	76*	-19	-1
- Cc1cccc(NC(=O)c2cc(-c3cc(C)cc(C)c3O)n[nH]2)c1
  25	-7	-6	36*	-2	23	-9	0
- c1ccc(-c2csc(-n3cccn3)n2)cc1
  -2	1	-1	0	0	-0.4	6	3
- CSc1ccc(/C=C(\NC(=O)c2ccccc2)C(=O)NCCN2CCOCC2)cc1
  4	-7	2	-2	-2	0.4	-17	0
- CCO[C@H]1OC(C(=O)N2CCN(Cc3ccccc3)CC2)=C[C@@H](c2ccc(C(F)(F)F)cc2)[C@@H]1CCCO
  13	-7	17	0	6	-2.5	-6	-3
- CCOC(=O)c1c(N)sc2c(O)c(Br)ccc12
  -17	-2	-12	3	0	0.7	5	-3

Some of these compounds in order of the MPTP block value, rising.
compound | EBI2 antag | APOBEC3G inh | CCR6 antag | GRIN3A LBD mod | CXCR6 inh | MPTP block | A3A deaminase
CCO[C@H]1OC(C(=O)N2CCN(Cc3ccccc3)CC2)=C[C@@H](c2ccc(C(F)(F)F)cc2)[C@@H]1CCCO | 13 | -7 | 17 | 0 | 6 | -2.5 | -3
CCOC(=O)c1c(N)sc2c(O)c(Br)ccc12 | -17 | -2 | -12 | 3 | 0 | 0.7 | -3
COc1ccccc1CNC(=O)CCC(=O)Nc1nnc(C(C)C)s1 | -7 | -6 | 6 | -1 | 0 | 2.2 | -6

Shown as a hit in MPTP block (from the list above):
smiles,EBI2 antag,APOBEC3G inh,CCR6 antag,GRIN3A LBD mod,CXCR6 inh,MPTP block,A3A deaminase
CC1(C)CC(=O)C(=Cc2cn(-c3ccccc3)nc2-c2ccccc2)C(=O)C1,38,-3,-30,0,-12,76*,-1

Later entries
SMILES	EBI2 antag	APOBEC3G inh	CCR6 antag	GRIN3A LBD mod	CXCR6 inh	MPTP block	Gli-Sufu antag	A3A deaminase
Cc1cccc(N=Nc2c(N)n[nH]c2-c2ccc(Cl)cc2)c1	6	-4	-2	34*	3	4.6	8	1
O=C(Nc1ccc(Oc2ccc(NC(=O)c3ccco3)c(NC(=O)c3ccco3)c2)cc1)c1ccco1	7	5	0	-2	-2	0.1	-8	5
O=C(CCl)N(c1ccc(Cl)cc1)c1c[nH]c2ccccc12	8	-2	11	-6	-11	14	88*	-3
CCCn1nnc(NC(=S)NC(=O)Cc2ccccc2)n1	-2	-5	43	-1	26	-0.4	1	-5
COc1ccc(CCNC(=O)COC(=O)CCC(=O)c2cccs2)cc1OC	2	1	7	0	0	-1.6	3	5
CCN(C(=O)COC(=O)CNC(=O)C12CC3CC(CC(C3)C1)C2)C1CCS(=O)(=O)C1 (centres undefined)	-5	-6	2	-2	-10	0.2	-5	0
CC(NC(=O)c1ccc(-c2cc(C(F)(F)F)ccc2Cl)o1)c1ccccc1 (centres undefined)	28	-1	-14	-1	-6	2.8	0	4
COc1ccc2oc(=O)c(C(=O)N3CCN(C(=O)c4ccccc4)CC3)cc2c1	-4	-9	12	-5	5	0.3	12	-3
N#Cc1cc(-c2cccc(Cl)c2)c[nH]c1=O	-19	-1	3	0	0	-0.2	0	-4
CC(C)C(c1nnnn1C1CCCC1)N1CCC(C(N)=O)CC1 (centres undefined)	-10	-6	9	-107	8	-1.8	-2	-3
CN(C)C1C(=O)c2ccccc2C1=O	-7	-5	-18	-3	-6	-0.6	-5	-1
Clc1ccc(CSc2nnc(NC3=NCCCCC3)s2)cc1	10	-3	17	0	6	-2.2	10	0
CCOC(=O)c1cccc(NC(=O)CSc2nnnn2C)c1	-1	-5	7	1	-6	-0.8	-5	0
CC1=CS(=O)(=O)CC1SC(=S)N(C)C1CCS(=O)(=O)C1 (centres undefined)	8	-9	1	-4	-12	0.4	5	-1
O=C(CSc1n[nH]c(=O)[nH]c1=O)Nc1cccc(S(=O)(=O)N2CCOCC2)c1	-15	-5	5	4	-8	-1.0	-1	-8
COc1ccc(NC(=O)NNC(=O)c2ccc3ccccc3c2O)c(OC)c1	-5	-2	-12	-6	-28	0.4	5	-3
Cc1ccc(S(=O)(=O)NNC(=O)c2sc(NS(=O)(=O)c3ccccc3)nc2C)cc1	-6	-3	-3	0	0	-0.5	8	0
COc1ccc(CCn2c(C)cc(C(=O)CN3C(=O)C(=O)N(Cc4ccco4)C3=O)c2C)cc1	3	-3	21	1	3	-0.1	3	-1
COc1c(C)cc(Br)cc1C(=O)Nc1ccccc1N1CCN(C(=O)c2ccccc2)CC1	40	-6	3	5	12	-0.7	3	4
Cc1ccc(S(=O)(=O)NCCC(=O)N2CCN(c3ccccc3)CC2)cc1C	-5	-4	24	-1	3	-0.9	6	0
CC1CC(=O)Nc2ccccc2N1S(=O)(=O)c1cccc(F)c1 (centres undefined)	-1	26	7	-2	-1	1.1	41	-2
O=C(/C(C=Nc1ccc(F)cc1)=C(/O)c1ccco1)C(F)(F)F	-7	-4	-12	0	-2	1.1	1	0
Cc1ccn(CC(C)C(=O)O)n1 (centres undefined)	3	-5	-5	0	-1	-0.9	4	-2
CCC(NC(=O)COc1cc2c(c3oc(=O)c(C)c(C)c13)CCC(C)(C)O2)C(=O)O (centres undefined)	-5	-4	-1	-1	6	0.0	26	-2
Cc1[nH]c(C(=O)N/N=C/c2ccc(N(C)C)cc2)c(C)c1C(=O)N/N=C/c1ccc(N(C)C)cc1	3	-8	13	-1	13	-1.8	-4	-6

Shown as labelled records: entries from further up.
O=C(/C(C=Nc1ccc(F)cc1)=C(/O)c1ccco1)C(F)(F)F
- EBI2 antag: -7
- APOBEC3G inh: -4
- CCR6 antag: -12
- GRIN3A LBD mod: 0
- CXCR6 inh: -2
- MPTP block: 1.1
- Gli-Sufu antag: 1
- A3A deaminase: 0

Cc1ccn(CC(C)C(=O)O)n1 (centres undefined)
- EBI2 antag: 3
- APOBEC3G inh: -5
- CCR6 antag: -5
- GRIN3A LBD mod: 0
- CXCR6 inh: -1
- MPTP block: -0.9
- Gli-Sufu antag: 4
- A3A deaminase: -2

CCC(NC(=O)COc1cc2c(c3oc(=O)c(C)c(C)c13)CCC(C)(C)O2)C(=O)O (centres undefined)
- EBI2 antag: -5
- APOBEC3G inh: -4
- CCR6 antag: -1
- GRIN3A LBD mod: -1
- CXCR6 inh: 6
- MPTP block: 0.0
- Gli-Sufu antag: 26
- A3A deaminase: -2

Cc1[nH]c(C(=O)N/N=C/c2ccc(N(C)C)cc2)c(C)c1C(=O)N/N=C/c1ccc(N(C)C)cc1
- EBI2 antag: 3
- APOBEC3G inh: -8
- CCR6 antag: 13
- GRIN3A LBD mod: -1
- CXCR6 inh: 13
- MPTP block: -1.8
- Gli-Sufu antag: -4
- A3A deaminase: -6

The list continues.
SMILES	EBI2 antag	APOBEC3G inh	CCR6 antag	GRIN3A LBD mod	CXCR6 inh	MPTP block	Gli-Sufu antag	A3A deaminase
CCN1CCN(c2nc3ccccc3nc2C(C#N)S(=O)(=O)c2ccc(C)cc2)CC1 (centres undefined)	2	-10	3	0	8	1.0	20	-1
O=C(O)COc1ccc2c(-c3ccccc3)cc(=O)oc2c1	6	-6	10	6	7	-1.5	-3	-2
COc1ccc(Cc2nc3ccc(C(=O)N4CCCN(C=O)CC4)cc3o2)cc1	-15	0	-9	-1	-7	-1.2	-5	-5
Cc1cccc(C)c1N1CCN(C(=O)c2ccc3c(c2)OCO3)CC1	6	-14	17	-3	-1	-0.2	8	-2
CCOc1nc(C#N)nc(N2CCCCC2)n1	3	.	6	0	-5	0.9	-10	.
COc1ccc(CCCc2nnc(SCC(=O)Nc3cc(C)ccc3C)o2)cc1	3	-2	5	1	7	1.7	-5	0

3 entries already listed, sorted by formula weight, ascending.
SMILES	EBI2 antag	APOBEC3G inh	CCR6 antag	GRIN3A LBD mod	CXCR6 inh	MPTP block	Gli-Sufu antag	A3A deaminase
Cc1cc(OCc2cc(C(=O)N3CCCCCC3)no2)cc(C)c1Cl	-7	7	20	11*	0	0.5	-19	1
Cc1ccc(S(=O)(=O)NNC(=O)c2sc(NS(=O)(=O)c3ccccc3)nc2C)cc1	-6	-3	-3	0	0	-0.5	8	0
Cc1[nH]c(C(=O)N/N=C/c2ccc(N(C)C)cc2)c(C)c1C(=O)N/N=C/c1ccc(N(C)C)cc1	3	-8	13	-1	13	-1.8	-4	-6
